Source: PubChem (several laboratories)
Mtb FBA inh = inhibitors of M. tuberculosis fructose-bisphosphate aldolase; P9WQA3; purified M. tuberculosis FBA, fluorescence read-out; inhibition, % at 1 µM; 360,000 compounds, 2.3% hits; AID 588726; in the data active = inhibition above about 27%;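 also: 0% = vehicle and 100% = reference inhibitor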
Target sequence (P9WQA3 whole entry, looked up): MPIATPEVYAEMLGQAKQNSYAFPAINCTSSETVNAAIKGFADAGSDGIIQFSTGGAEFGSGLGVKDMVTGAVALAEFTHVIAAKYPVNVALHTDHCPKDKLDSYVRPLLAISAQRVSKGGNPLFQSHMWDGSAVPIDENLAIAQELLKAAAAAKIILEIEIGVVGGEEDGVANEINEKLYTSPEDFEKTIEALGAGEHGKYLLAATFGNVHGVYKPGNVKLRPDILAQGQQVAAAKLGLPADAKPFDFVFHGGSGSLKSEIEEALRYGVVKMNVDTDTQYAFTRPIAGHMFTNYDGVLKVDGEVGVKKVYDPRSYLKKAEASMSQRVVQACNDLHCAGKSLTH
BioA inh = inhibitors of Mycobacterium tuberculosis BioA enzyme; purified M. tuberculosis BioA enzyme, plate reader; inhibition, % at 9.99 µM; 360,000 compounds, 0.096% hits; AID 602481; in the data active = inhibition above about 40%; inconclusive = no clear call, values can overlap the other calls
BoNT A protease = blocks Botulinum neurotoxin A light chain protease. multiplex microsphere protease substrate cleavage, flow cytometry. inhibition, % at 10 µM. 360,000 compounds, 0.17% hits. AID 588499; also: plate controls were buffer without enzyme for full effect and enzyme alone for no effect
GDH-TPI inh = GDH-TPI coupled enzyme inhibition counter-screen; GDH-TPI coupled enzyme counterscreen, NADH absorbance; inhibition, % at 4.8 µM; 360,000 compounds, 1.2% hits; in the data active = inhibition above about 30%;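 also: 0% = DMSO wells and 100% = wells lacking the enzyme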
Anthrax LF inh2 = anthrax lethal factor protease inhibition; P15917; multiplex microsphere protease cleavage assay, LF; inhibition, % at 10 µM; 360,000 compounds, 0.12% hits; AID 588501; also: plate controls were buffer without enzyme for full effect and enzyme alone for no effect
Target sequence (P15917 whole entry, looked up): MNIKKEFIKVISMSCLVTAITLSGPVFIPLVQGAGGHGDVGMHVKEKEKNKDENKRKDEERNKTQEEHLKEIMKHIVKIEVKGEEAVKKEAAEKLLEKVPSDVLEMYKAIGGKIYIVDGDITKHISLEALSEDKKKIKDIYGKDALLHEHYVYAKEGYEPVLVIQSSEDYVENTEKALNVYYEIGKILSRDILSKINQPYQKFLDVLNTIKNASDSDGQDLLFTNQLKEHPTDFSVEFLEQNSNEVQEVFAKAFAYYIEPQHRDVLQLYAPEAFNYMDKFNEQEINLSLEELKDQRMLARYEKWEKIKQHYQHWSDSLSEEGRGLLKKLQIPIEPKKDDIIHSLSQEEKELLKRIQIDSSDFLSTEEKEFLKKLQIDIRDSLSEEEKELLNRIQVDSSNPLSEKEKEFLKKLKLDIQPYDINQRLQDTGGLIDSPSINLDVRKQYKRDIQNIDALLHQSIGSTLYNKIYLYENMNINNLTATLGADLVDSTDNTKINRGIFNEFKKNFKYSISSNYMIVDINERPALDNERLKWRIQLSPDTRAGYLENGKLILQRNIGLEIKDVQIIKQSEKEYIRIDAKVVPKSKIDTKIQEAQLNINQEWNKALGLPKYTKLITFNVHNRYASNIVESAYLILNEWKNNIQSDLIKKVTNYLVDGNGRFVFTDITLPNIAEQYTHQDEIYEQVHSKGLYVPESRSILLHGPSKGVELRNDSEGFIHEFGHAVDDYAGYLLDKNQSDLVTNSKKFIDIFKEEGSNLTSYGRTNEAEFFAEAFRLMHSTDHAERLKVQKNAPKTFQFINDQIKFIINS
PfHsp40 rescue = restores yeast growth despite PfHsp40 toxicity; S. cerevisiae expressing PfHsp40, growth rescue, ATP luminescence; 340,000 compounds, 0.68% hits; growth rescue, % at 12.5 µM; in the data active = growth rescue above about 28%, passing the limit was not always enough; inconclusive = no clear call, values can overlap the other calls;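 also: yeast W303a lacking pdr1 and pdr3 grown in galactose medium; growth measured after three days at 30 °C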
BoNT F protease = BoNT F light chain protease inhibition. Multiplex microsphere protease cleavage assay, flow cytometry. inhibition, % at 10 µM. 360,000 compounds, 0.22% hits; in the data active = inhibition above about 35%, passing the limit was not always enough; inconclusive = no clear call, values can overlap the other calls; also: plate controls were buffer without enzyme for full effect and enzyme alone for no effect
FadD28 binding = inhibitors of Mycobacterium tuberculosis FadD28 bisubstrate binding; FadD28 bisubstrate probe binding, fluorescence polarization; inhibition, % at 12.5 µM; 360,000 compounds, 0.22% hits; AID 588549; in the data active = inhibition above about 8.5%, passing the limit was not always enough; inconclusive = no clear call, values can overlap the other calls
UGM FP inh = blocks M. tuberculosis UGM enzyme; P9WIQ1; purified UGM, fluorescence polarization probe displacement; inhibition, % at 10 µM; 320,000 compounds, 0.06% hits; in the data active = inhibition above about 10%, passing the limit was not always enough; inconclusive = no clear call, values can overlap the other calls
Active calls of the source: *; ? = inconclusive; · = not tested or not shown. Rule as the data show it, unless noted: active = inhibition above about 30%; inconclusive = no clear call, values can overlap the other calls; inactive = below that.

No.	SMILES	Mtb FBA inh	BioA inh	BoNT A protease	GDH-TPI inh	Anthrax LF inh2	PfHsp40 rescue	BoNT F protease	FadD28 binding	UGM FP inh
1	CC[C@@]1(C(=O)OC)N[C@H](CN(C)C(=O)COC)[C@@H]2C(=O)N(Cc3ccccc3)C(=O)[C@@H]21	-3	-1.0	-0.1	1	-1	-0.6	-7	-0.2	·
2	CC1Nc2ncnc(N3CCN(c4ccccc4)CC3)c2N(Cc2ccccc2)C1=O (configuration not stated)	0	-0.7	0.3	6	1	-0.1	-6	-4.0	1.6
3	CCOc1ccc(N(CC(=O)NCCc2ccccc2)C(=O)c2csnn2)cc1	2	-4.4	1.7	8	7	-2.1	-4	-0.5	-0.4
4	Cc1ccc(NS(=O)(=O)c2c(C)[nH]c(C)c2C(=O)N2CCCC2)cc1Cl	-1	-0.1	-2.0	9	4	-0.5	-5	-1.9	0.4
5	O=C(NCc1ccccc1)C(c1cccs1)N(Cc1cccs1)C(=O)c1cnccn1 (configuration not stated)	-2	0.4	-0.1	-1	1	-0.5	5	0.6	-0.5
6	Nc1ccc2c3c(cccc13)CC2	6	-3.4	1.8	9	-12	-0.4	-30	-2.2	0.1
7	CCOC(=O)c1c(S(=O)(=O)NCC(=O)Nc2ccc(OC)cc2)c(C)n(C)c1C	14	0.0	-0.6	-6	-2	-1.1	1	-3.6	-4.9
8	FC(F)(F)c1cccc(-c2cncc(N3CCN(CCN4CCCC4)CC3)n2)c1	2	-0.3	0.9	7	-3	·	-14	-1.3	·
9	O=C(Nc1ccc2c(c1)OCCO2)c1cc2sccc2n1Cc1ccccc1	-4	-3.0	0.9	8	1	1.2	14	2.1	-1.9
10	CCC1=[N+]([O-])C(C)(/C(C)=N\O)N(O)C1(C)C (configuration not stated)	1	0.4	-1.9	-16	-13	-1.0	-9	-3.5	-1.5
11	CCC(CC)C(=O)N(C)c1c(C)nc2c(OCc3cccc(OC)c3)cccn12	-3	0.2	-0.2	8	-8	·	4	-3.1	·
12	CCOc1nc(-c2ccc(OC)cc2)ccc1-c1noc(C)n1	76*	·	?	9	-2	0.6	-4	-2.9	-3.5
13	COc1cc(Cl)c(C)cc1NC(=O)c1ccccc1NC(=O)CN1CCN(C(C)=O)CC1	0	-0.9	0.1	8	-5	·	8	-4.6	·
14	CN(C)c1ccc(S(=O)(=O)c2ccc(Cl)cc2)cc1	-7	-0.7	0.2	23	0	1.1	1	-2.3	-1.9
15	CN(/C(=N\S(=O)(=O)c1ccccc1)C(F)(F)F)c1ccccc1	0	-3.2	0.4	-7	-2	-0.1	-11	-2.5	3.3
16	COc1ccc(/C=C2\SC(=S)N(CC(=O)OCC(=O)Nc3cc(Cl)cc(Cl)c3)C2=O)cc1	0	·	3.9	9	-3	1.2	2	-1.7	1.0
17	Cn1c(C(N)=O)cnc1Sc1ncc(C(F)(F)F)cc1Cl	2	0.3	-0.4	-8	-2	-0.3	-6	-1.8	-0.1
18	Cn1c(N2CCCC2)nc2c1c(=O)[nH]c(=O)n2C	0	-1.0	-1.8	1	-2	-1.6	0	-4.1	3.2
19	Cc1cccc(/C=N/n2c(-c3ccco3)n[nH]c2=S)c1	1	·	?	7	-10	-0.2	?	-4.1	2.4
20	COc1ccc(CCNc2nc(-c3cccc(NC(C)=O)c3)cs2)cc1OC	1	·	-1.5	1	-1	13	-4	-0.7	0.3

Of the compounds above, two have two or more sulfur atoms:
No.	SMILES	Mtb FBA inh	BioA inh	BoNT A protease	GDH-TPI inh	Anthrax LF inh2	PfHsp40 rescue	BoNT F protease	FadD28 binding	UGM FP inh
5	O=C(NCc1ccccc1)C(c1cccs1)N(Cc1cccs1)C(=O)c1cnccn1 (configuration not stated)	-2	0.4	-0.1	-1	1	-0.5	5	0.6	-0.5
16	COc1ccc(/C=C2\SC(=S)N(CC(=O)OCC(=O)Nc3cc(Cl)cc(Cl)c3)C2=O)cc1	0	·	3.9	9	-3	1.2	2	-1.7	1.0

Full records as entered above. Order of screens: Mtb FBA inh	BioA inh	BoNT A protease	GDH-TPI inh	Anthrax LF inh2	PfHsp40 rescue	BoNT F protease	FadD28 binding	UGM FP inh
Results for Cc1cccc(/C=N/n2c(-c3ccco3)n[nH]c2=S)c1 → 1	·	?	7	-10	-0.2	?	-4.1	2.4
Results for COc1ccc(CCNc2nc(-c3cccc(NC(C)=O)c3)cs2)cc1OC → 1	·	-1.5	1	-1	13	-4	-0.7	0.3

Further structures:
No.	SMILES	Mtb FBA inh	BioA inh	BoNT A protease	GDH-TPI inh	Anthrax LF inh2	PfHsp40 rescue	BoNT F protease	FadD28 binding	UGM FP inh
21	Cc1cn(CC(=O)NCCc2ccccn2)c(=O)[nH]c1=O	2	-1.2	-0.2	7	0	-0.2	3	-1.6	·
22	COc1cccc(NC(=O)c2cc3ccccc3cc2OC)c1	0	-1.8	-2.5	3	-3	-0.9	?	-1.5	-2.1
23	CCC(Sc1nc2ccccc2[nH]1)C(=O)Nc1ccc(NC(C)=O)cc1 (configuration not stated)	3	·	-0.6	-2	3	-1.4	-9	-4.8	-2.6
24	CCCCN(C(=O)c1cccc(S(=O)(=O)N2CC(C)OC(C)C2)c1)c1c(N)n(CC(C)C)c(=O)[nH]c1=O (configuration not stated)	1	-0.3	-1.5	1	-4	-0.7	0	-0.2	-1.0
25	COCCNc1nc(Oc2cccc(NC(C)=O)c2)c2sccc2n1	12	1.7	-0.1	21	-1	·	-8	-11	·
26	O=C(OCc1ccccc1)/C(=C/c1cccc2ccccc12)NC(=O)c1ccccc1	5	·	-0.8	10	-3	-1.2	-4	-1.7	0.7
27	N#CC(C(=O)NCCc1ccccc1)c1nc2ccccc2nc1N1CCCCC1 (configuration not stated)	0	-1.2	4.2	6	7	-0.1	5	0.1	4.6
28	CC(C)COP(=O)(c1ccc(N(C)C)cc1)C(Nc1ccccc1)c1cccnc1 (configuration not stated)	6	0.5	0.6	2	0	0.4	2	1.5	-2.0
29	Cc1cc(OCc2nnc(SC(C)C(=O)O)n2-c2ccccc2)ccc1Cl (configuration not stated)	-2	3.2	-3.6	3	-8	-0.7	-1	-4.8	0.4
30	Cc1ccc(NS(=O)(=O)c2ccc3c(c2)NC(=O)CO3)c(C)c1	1	0.4	-0.2	-16	-3	1.1	6	-4.5	-1.9
31	CC1CCN(S(=O)(=O)c2ccc(NC(=O)[C@@H]3CCCC[C@@H]3C(=O)O)cc2)CC1	-3	1.0	-2.4	-4	-7	20	-5	-4.0	-0.9
32	COCC(=O)NCCNc1nc2ccc(C)cc2cc1C	18	0.2	0.8	19	-2	-2.1	8	-0.8	-2.0
33	O=C(Cn1cc2c(n1)CCCCC2)Nc1ccccc1Br	-1	·	0.7	6	2	0.6	-1	-4.4	-1.3
34	Cc1occc1C(=O)N/N=C/C(Br)=C\c1ccccc1	3	-1.2	·	24	·	-0.4	·	1.8	2.0
35	CC1=NNC(=O)C1Cc1ccccc1 (configuration not stated)	1	1.5	·	-2	·	·	·	-4.2	1.0
36	Cc1ccc(-c2noc(CNCCCN(C)C)n2)cc1	-5	-0.5	0.7	10	0	-1.1	5	-1.6	-2.2
37	COC(=O)c1ccc2c(=O)n(Cc3ccco3)c(SCC(=O)Nc3cc(C)on3)nc2c1	-2	·	0.0	-2	1	1.6	-1	-4.0	-2.5
38	Cc1ccc(C(C)(C)C)cc1S(=O)(=O)NC(=O)c1ccccc1	-4	·	-0.8	1	5	-0.8	1	-3.9	-0.5
39	Cc1ccc(CNC(=O)CCC2CCCN(Cc3c(C)nn(C(C)C)c3C)C2)o1 (configuration not stated)	1	-0.4	-0.3	12	0	1.3	-4	-1.8	2.2
40	COc1cc(Cl)c(C)cc1NC(=O)CN1CCN(C(=O)C2CC2)CC1	-3	0.7	0.7	0	1	0.0	-2	-4.3	0.4
41	Cc1ccc(Oc2ncccc2NC(=O)CC(CC(=O)O)c2ccccc2)c2c1CCC2 (configuration not stated)	-2	·	1.1	20	-1	-0.8	?	-1.4	0.9
42	CC1=C(C(=O)OCCOC(C)C)C(c2cccc3ccccc23)NC(=O)N1 (configuration not stated)	-4	-0.2	-1.2	-18	2	1.3	?	-3.6	-0.4
43	c1ccc(OCCN2C3=NCCN3c3ccccc32)cc1	8	0.1	-0.3	-8	-2	-1.0	2	0.2	2.3
44	Nc1ccc(C(=O)OCc2nc3cc4ccccc4cc3[nH]2)cc1	2	·	-0.3	10	-4	1.4	-2	-2.7	0.2
45	CCOc1ccc(N(C)S(=O)(=O)c2ccc(C)c(C(=O)Nc3nnc(C4CC4)s3)c2)cc1	0	-0.5	-0.6	4	-4	0.6	-3	·	2.0
46	CCOC(=O)C1CCCN(C(=O)c2cc(S(=O)(=O)N3CCCCCC3)ccc2OC)C1 (configuration not stated)	-2	-0.1	0.0	0	-6	-1.4	5	-2.5	0.3
47	O=C(COC(=O)c1cccc(S(=O)(=O)N2CCCC2)c1)Nc1cccc(Br)c1	-2	0.1	0.0	4	0	·	3	?	·
48	N#Cc1c(-c2ccccc2)nc(N2CCCCCC2)[nH]c1=O	6	-0.8	-1.0	17	-1	0.1	-14	-3.4	-0.8
49	O=C(CN1CCC(Cc2ccccc2)CC1)NC(=O)NCc1ccccc1	-2	-1.2	-1.1	0	-3	0.5	-6	-2.5	-1.2
50	O=Nc1ccc(O)c2ncccc12	-4	·	-0.7	24	-4	-1.7	-5	-2.1	-0.8

Continued; the last three above are carried over.
No.	SMILES	Mtb FBA inh	BioA inh	BoNT A protease	GDH-TPI inh	Anthrax LF inh2	PfHsp40 rescue	BoNT F protease	FadD28 binding	UGM FP inh
48	N#Cc1c(-c2ccccc2)nc(N2CCCCCC2)[nH]c1=O	6	-0.8	-1.0	17	-1	0.1	-14	-3.4	-0.8
49	O=C(CN1CCC(Cc2ccccc2)CC1)NC(=O)NCc1ccccc1	-2	-1.2	-1.1	0	-3	0.5	-6	-2.5	-1.2
50	O=Nc1ccc(O)c2ncccc12	-4	·	-0.7	24	-4	-1.7	-5	-2.1	-0.8
51	CCOc1c(Nc2cccc(Cl)c2)c(=O)c1=O	-6	·	1.1	14	1	-0.3	?	-0.1	1.7
52	CCCCC(=O)Nc1ccc(C(=O)N2CCN(C)CC2)cc1	4	-0.3	-0.1	-8	-2	1.0	-19	-0.6	0.9
53	Cc1cccc(N(CC(=O)N2CCOCC2)S(C)(=O)=O)c1	3	-1.9	?	8	2	0.3	-11	0.3	-1.9
54	CCNS(=O)(=O)c1ccc(OC)c(C)c1	0	-1.6	-0.6	2	-3	0.6	-2	-1.1	2.1
55	CCn1c2ccccc2c2cc(NC(=O)CNC)ccc21	8	·	0.4	3	-6	0.8	-10	-1.8	0.6
56	CC1(C)c2cc(O)ccc2OC1N1CCOCC1 (configuration not stated)	4	-1.3	-3.0	-4	-4	0.2	?	-2.9	2.2
57	O=C(Nc1cccc(Cl)c1)c1cnccn1	1	2.8	-3.2	11	5	1.9	?	0.6	0.9
58	CC(C)(CNC(=O)CCNC(=O)c1ccc(Br)cc1)N1CCOCC1	0	-0.5	-0.4	2	-2	-0.6	-2	0.4	1.8
59	CCn1c(C)cc(C(=O)CSc2nnnn2C2CCCC2)c1C	0	0.9	-0.4	16	-11	-1.5	-5	-1.8	-1.7
60	COc1ccccc1NC(=O)C1=C(C)Nc2nc3ccccc3n2C1c1cccs1 (configuration not stated)	2	0.1	1.4	18	-2	-0.3	10	-0.5	-1.8
61	CCOC(=O)C1CCN(c2nc3ccccc3nc2C(C#N)C(=O)OCCOC)CC1 (configuration not stated)	-2	-1.6	7.9	6	5	0.9	2	-2.2	-3.8
62	CN1CCN(C(=O)C2CCCN(S(=O)(=O)c3ccc(Cl)cc3)C2)CC1 (configuration not stated)	2	-0.6	3.4	9	1	0.1	12	-1.4	-0.7
63	CCN(CC)CCn1c2c(c(SCC(=O)NCc3ccccc3)nc1=O)CCCC2	-2	-0.5	-5.9	4	-4	-1.6	-10	0.9	1.6
64	O=C1C=C(O)CC(c2cccs2)C1 (configuration not stated)	1	1.2	0.4	1	-2	-0.8	-5	-0.7	3.2
65	CCOc1cc(/C=N/NC(=O)c2ccncc2)cc(Br)c1O	1	0.7	0.0	0	-4	·	7	0.4	·
66	COC(=O)[C@@H](NC(=O)CCc1nnc(-c2ccsc2)o1)C(C)C	0	-1.3	-0.6	-2	-3	-0.2	1	-2.3	-1.7
67	CCOc1ccccc1N1CN(CC)CNC1=S	1	-0.1	-0.7	1	3	1.5	0	-0.3	-2.4

Compounds were not picked by outcome; overall some 4.7% were active at least once.
